# HTR1E antagonist: antagonists of human 5-HT1E serotonin receptor; 0.99% of 65,000 active; CHO 5-HT1E Ga15 NFAT-bla reporter, FRET, antagonist; AID 571; inhibition, % at 6 µM; P28566;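 active means inhibition above a set limit, the mean inhibition across every tested compound plus 3 SD, cut at about 29% in these data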;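 further: signal is the 460 over 535 nm emission ratio of beta-lactamase substrate; 0% = agonist plus DMSO wells and 100% = wells without agonist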
# MMP13 inh: inhibitors of human MMP13; AID 570; 0.07% of 65,000 active; inhibition, % at 4 µM; P45452; MMP-13 fTHP FRET cleavage, Mca fluorescence;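 active means inhibition above the mean of compound-free control plate wells plus 3 SD, cut at about 14% in these data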;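 further: 0% = DMSO wells and 100% = wells with reference MMP-13 inhibitor after basal subtraction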
# HTR1E agonist: activates the human 5-HT1E serotonin receptor; activation, % at 6 µM; CHO 5-HT1E Ga15 NFAT-bla reporter, FRET; 0% DMSO wells, 100% control agonist wells; 0.69% of 65,000 active;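 active means activation above a set limit, the screen-wide mean activation plus 3 SD, cut at about 8.5% in these data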;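 further: 100% = positive control agonist at 1 µM giving full maximal response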
# HER2 expr 66K: inhibitors of human Her2 kinase expression; P04626; SKBR-3 HER2 protein level, AlphaScreen, 18-24 h; active compounds read low; HER2 level % of control, % at 10 µM; 0.69% of 65,000 active;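 active means HER2 level under 5% of the carrier-only control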;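 further: 100% = DMSO carrier and 0% = 500 nM PU-H71 HSP90 inhibitor; lower value means stronger loss of Her2 protein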
# Abs 340nm: absorbance at 340 nm | AID 708 | compound absorbance at 340 nm, fold over control | fold change at 10 µM | 65,000 tested, under 10 active;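 active means at 10 µM dose, initial 340 nm absorbance at least 2 fold that of control wells; inactive means change under 2 fold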;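 further: initial absorbance extrapolated from kinetic A340 decline of NADH oxidation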
# 5HT1a antag: 5-HT1a (human) receptor antagonism; P08908; CHO 5-HT1a Ga15 NFAT-bla reporter, antagonist mode; inhibition, % at 10 µM; 0.68% of 62,000 active; AID 612;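 active means inhibition above the mean of all tested compounds plus 3 SD, cut at about 43% in these data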;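 further: receptor stimulated by 5-CT agonist at 100 nM near EC80; beta-lactamase reporter measured by ratiometric fluorescence of a cleavable substrate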
# Target sequence (P08908 whole entry, looked up): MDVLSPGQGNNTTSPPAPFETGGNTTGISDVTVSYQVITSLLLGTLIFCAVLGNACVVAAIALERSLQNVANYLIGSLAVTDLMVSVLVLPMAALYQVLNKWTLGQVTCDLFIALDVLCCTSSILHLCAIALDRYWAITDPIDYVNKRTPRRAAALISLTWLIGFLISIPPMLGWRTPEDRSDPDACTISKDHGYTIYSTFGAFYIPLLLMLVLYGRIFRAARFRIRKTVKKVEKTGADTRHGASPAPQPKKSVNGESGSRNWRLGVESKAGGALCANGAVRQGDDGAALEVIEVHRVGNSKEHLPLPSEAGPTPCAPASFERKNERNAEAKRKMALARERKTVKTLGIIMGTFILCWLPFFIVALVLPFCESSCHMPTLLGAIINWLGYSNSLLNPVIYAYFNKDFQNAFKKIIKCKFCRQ
# Fluor 339 460: intrinsic fluorescence of library compounds, ex339/em460 – biochemical, MLSMR library, data from DPM-DC assay, artefact control, profiling panel; compound autofluorescence, ex339/em460 nm, NADH buffer; active compounds read high; 1 = no-compound wells, NADH background; fluorescence fold increase at 10 µM; 5.5% of 65,000 active;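 active means at 10 µM, mean starting fluorescence two-fold or more over control wells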;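 further: signal is the first read of a kinetic run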
# S1P3 ag: S1P3 (human) receptor agonism; activation, % at 4.5 µM; AID 373; 0.1% of 60,000 active; S1P3 NFAT-BLA reporter cells, FRET ratio; relative to 1 µM S1P, basal subtracted;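 active means activation above the screen-wide mean plus 3 SD, cut at about 4.5% in these data, passing the limit was not always enough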; further: some compounds called inactive have numbers as strong as hits
#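 Assay system: stable CHO line with human S1P3, Gα16, NFAT-BLA reporter; Detection: FRET β-lactamase substrate fluorescence, excitation 405 nm, 460/535 nm emission ratio, background-subtracted; Read-out: percent activation versus median 1 µM S1P response, basal-subtracted, per plate; Incubation: cells plated overnight, compound 4 h 37 °C, substrate 2 h RT.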
# S1P1 ag pot: activates or potentiates agonism at human S1P1 receptor; P21453; S1P1 CRE-bla cells, forskolin, beta-lactamase FRET, potentiator mode; S1P1 agonist co-added at EC20, 2 nM; 100% = saturating reference agonist, 0% = basal; activation, % at 9.5 µM; 0.57% of 56,000 active; AID 449;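 active means activation above a cutoff set at the mean activation of all tested compounds plus 3 SD, cut at about 54% in these data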;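 further: forskolin at 4 µM as EC80 and the EC20 agonist is SEW2871; 100% = SEW2871 at its EC100 plus forskolin at EC80; some compounds past the cut are filed as inactive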
# Target sequence (P21453 whole entry, looked up): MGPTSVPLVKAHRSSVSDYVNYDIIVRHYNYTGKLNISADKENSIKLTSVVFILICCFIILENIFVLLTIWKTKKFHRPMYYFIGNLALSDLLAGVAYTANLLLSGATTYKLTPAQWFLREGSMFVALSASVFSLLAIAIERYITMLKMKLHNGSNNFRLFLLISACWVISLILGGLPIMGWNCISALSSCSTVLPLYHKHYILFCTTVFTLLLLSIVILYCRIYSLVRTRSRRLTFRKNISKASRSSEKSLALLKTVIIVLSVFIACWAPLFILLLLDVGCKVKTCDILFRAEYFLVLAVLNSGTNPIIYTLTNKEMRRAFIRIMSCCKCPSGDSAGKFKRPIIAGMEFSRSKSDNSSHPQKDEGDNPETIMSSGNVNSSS
# Active calls of the source: *; / = not tested or not shown; [ ] = remark or other dose. Hits appear at their usual frequency; overall some 8.5% were active at least once.
SMILES,HTR1E antagonist,MMP13 inh,HTR1E agonist,HER2 expr 66K,Abs 340nm,5HT1a antag,Fluor 339 460,S1P3 ag,S1P1 ag pot
O=C(Nc1ccc(SC(F)F)cc1)c1ccc2nccnc2c1,0.7,5.6,0.3,169.9,1.04,-8.3,1.08,-2.0,52.6
c1cnc(Oc2ccc(-c3nnco3)cc2)cn1,-5.3,-3.5,0.4,100.5,1.03,-6.2,1.11,0.6,-0.7
CCOC(=O)CNC(=O)CSc1nnnn1-c1cc(C)ccc1C,-27.8,-0.3,0.7,104.2,0.98,-4.8,1.04,-1.2,-11.5
COc1cccc(C2c3c(oc4ccc(F)cc4c3=O)C(=O)N2CCCN2CCOCC2)c1 (configuration not stated),2.9,2.0,0.4,96.9,1.05,-13.5,1.06,-1.1,5.0
O=C(CN1C(=O)c2cccc3cccc1c23)N1CCN(Cc2ccc3c(c2)OCO3)CC1,10.5,-0.4,-1.0,126.0,1.06,0.7,2.01*,-0.2,17.9
Cc1ccc(C)c2[nH]c(=O)c(CN(CCN3CCCC3)C(=O)Nc3cccc(Cl)c3)cc12,-19.6,-1.1,-0.1,62.9,1.01,14.9,1.25,1.0,-46.0
CCCCN(C)C(=O)c1ccc2c(c1)N(CC)C(=O)c1ccccc1S2(=O)=O,17.6,-4.5,-1.1,79.2,1.03,10.9,1.05,-0.5,-9.8
CCCCCn1c(CCNC(=O)c2cccs2)nc2ccccc21,0.1,1.6,0.0,77.9,0.99,6.9,1.09,/,/
CC(C)C1N=C2c3ccccc3N=C(SCc3cc(=O)n4ccccc4n3)N2C1=O (configuration not stated),3.7,-1.1,0.1,103.9,1.07,-3.9,1.21,-0.2,-31.5
O=C(NCCc1ccccn1)c1ccc(COc2ccccc2)o1,7.3,-0.2,0.4,106.3,0.98,0.5,1.07,-0.2,-35.8

# The last 4 compounds of the section before are carried over, then new ones follow.
SMILES,HTR1E antagonist,MMP13 inh,HTR1E agonist,HER2 expr 66K,Abs 340nm,5HT1a antag,Fluor 339 460,S1P3 ag,S1P1 ag pot
CCCCN(C)C(=O)c1ccc2c(c1)N(CC)C(=O)c1ccccc1S2(=O)=O,17.6,-4.5,-1.1,79.2,1.03,10.9,1.05,-0.5,-9.8
CCCCCn1c(CCNC(=O)c2cccs2)nc2ccccc21,0.1,1.6,0.0,77.9,0.99,6.9,1.09,/,/
CC(C)C1N=C2c3ccccc3N=C(SCc3cc(=O)n4ccccc4n3)N2C1=O (configuration not stated),3.7,-1.1,0.1,103.9,1.07,-3.9,1.21,-0.2,-31.5
O=C(NCCc1ccccn1)c1ccc(COc2ccccc2)o1,7.3,-0.2,0.4,106.3,0.98,0.5,1.07,-0.2,-35.8
COc1cc(OC)c(C(=O)Nc2ccc(S(=O)(=O)Nc3ncccn3)cc2)cc1OC,-0.5,-0.5,-0.9,78.1,1.09,-6.2,1.19,-0.8,2.7
CCC(C)NC(=O)CCC(=O)Nc1ccc2nc(N3CCOCC3)cc(C)c2c1 (configuration not stated),-2.7,-72.1[fluorescence artefact?],-1.5,103.8,1.05,12.6,4.96*,-0.7,-12.3
Cc1nc2cc(-c3cccc(Cl)c3)nn2c(N2CCN(C(=O)c3ccco3)CC2)c1C,2.7,-3.8,0.3,49.0,0.99,10.9,1.68,-1.6,12.3
CCOc1nc(S(=O)(=O)c2ccc(C)cc2)c(Cl)s1,-1.6,-1.0,0.9,65.9,1.01,4.1,0.98,-0.1,-5.3
Cc1ccccc1-n1c(=O)cc(N2CCC3(CC2)OCCO3)[nH]c1=O,4.5,4.7,0.0,120.0,0.96,11.8,0.83,/,/
Cc1ccc(S(=O)(=O)N2CCN(S(=O)(=O)N3CCCCC3)CC2)c(C)c1,-3.9,-1.1,-0.6,100.8,1.01,1.5,1.05,0.1,27.6
Cc1cc(NC(=O)COn2nnc3ccc(Cl)cc32)no1,5.0,0.8,-0.6,/,1.05,2.9,1.11,/,/
NC(=O)C1CCN(CCC(=O)Nc2ccc(Br)cc2)CC1,-7.2,-4.8,0.5,71.3,1,/,1.08,-2.4,-5.7
Cn1c(CNc2ccccn2)c(C#N)c2ccccc21,14.8,0.7,-0.3,86.6,1.02,8.4,1.06,-0.7,20.2
CC(C)n1nc(C(=O)NCCc2ccc(S(N)(=O)=O)cc2)c2ccccc2c1=O,3.7,6.4,-0.4,202.6,1.01,-8.3,1.09,/,/

# Reprinted from the part before: three entries; new compounds follow.
SMILES,HTR1E antagonist,MMP13 inh,HTR1E agonist,HER2 expr 66K,Abs 340nm,5HT1a antag,Fluor 339 460,S1P3 ag,S1P1 ag pot
NC(=O)C1CCN(CCC(=O)Nc2ccc(Br)cc2)CC1,-7.2,-4.8,0.5,71.3,1,/,1.08,-2.4,-5.7
Cn1c(CNc2ccccn2)c(C#N)c2ccccc21,14.8,0.7,-0.3,86.6,1.02,8.4,1.06,-0.7,20.2
CC(C)n1nc(C(=O)NCCc2ccc(S(N)(=O)=O)cc2)c2ccccc2c1=O,3.7,6.4,-0.4,202.6,1.01,-8.3,1.09,/,/
CCOC(=O)CCCNC(=O)CCNC(=O)c1ccc(OC(C)C)cc1,1.9,3.1,0.1,110.5,1.02,-8.6,1.09,-0.8,3.8
O=C(O)c1ccccc1SC1CC(=O)N(C2CCCCC2)C1=O (configuration not stated),-8.5,-1.1,1.1,62.6,1.02,-8.7,0.97,0.1,-5.3
Cc1cnc(NC(=O)CSc2nnc(Cc3ccccc3)n2C)s1,5.0,1.9,0.1,107.1,1.07,-0.3,1.13,-0.1,-4.1
Cn1cccc1Cc1nnc(SCC(=O)NCc2ccc3c(c2)OCO3)n1CCc1ccccc1,-2.2,2.8,0.5,60.2,1,2.7,1.06,-0.2,-21.5
Cc1ccc(NCc2nnc(SCC(=O)N3CCc4ccccc43)n2C)cc1,-10.7,-4.8,0.6,69.5,1,3.6,1.05,-0.1,-12.3
O=C(c1ccc(COc2ccccc2Cl)o1)N1CCN(Cc2ccc3c(c2)OCO3)CC1,-0.1,-3.5,0.4,55.5,1.01,-14.1,1.04,0.9,23.5
CCOC(=O)CNC(=O)Cn1cnc2c(nnn2-c2ccc(C)cc2)c1=O,-6.8,2.3,0.2,94.7,0.98,-2.3,1.08,0.4,-31.4
CCN1CCN(C(=O)C(C)N(c2ccc(C)cc2)S(C)(=O)=O)CC1 (configuration not stated),-7.0,1.0,0.6,79.4,1.04,-12.8,0.99,-0.3,/
Cc1[nH]nc2c1C(=O)CC(C)(C)C2,-5.0,3.8,-0.5,87.4,1.05,4.3,1.04,-1.1,/
O=C(Nc1ccccc1)N(CCc1ccncc1)C1CCCCC1,6.9,3.2,-0.4,122.2,1.05,5.3,0.79,0.9,-11.7

# Among those listed so far, three have an NH in an aromatic ring.
SMILES,HTR1E antagonist,MMP13 inh,HTR1E agonist,HER2 expr 66K,Abs 340nm,5HT1a antag,Fluor 339 460,S1P3 ag,S1P1 ag pot
Cc1ccc(C)c2[nH]c(=O)c(CN(CCN3CCCC3)C(=O)Nc3cccc(Cl)c3)cc12,-19.6,-1.1,-0.1,62.9,1.01,14.9,1.25,1.0,-46.0
Cc1ccccc1-n1c(=O)cc(N2CCC3(CC2)OCCO3)[nH]c1=O,4.5,4.7,0.0,120.0,0.96,11.8,0.83,/,/
Cc1[nH]nc2c1C(=O)CC(C)(C)C2,-5.0,3.8,-0.5,87.4,1.05,4.3,1.04,-1.1,/

# The list continues:
SMILES,HTR1E antagonist,MMP13 inh,HTR1E agonist,HER2 expr 66K,Abs 340nm,5HT1a antag,Fluor 339 460,S1P3 ag,S1P1 ag pot
COc1cccc(C(=O)NCc2ccccc2OC)c1,2.9,-7.4,-0.2,138.1,1.02,7.8,1.06,-0.2,-0.8
CS(=O)(=O)N(CC(=O)N1CCCCCC1)c1ccc2c(c1)OCCO2,-0.9,-1.8,-0.1,85.1,1.03,-9.5,1.01,0.2,2.9
CCC1Oc2ccc(C)cc2N(CC(=O)NCCCN2CCCCC2CC)C1=O (configuration not stated),-7.1,0.7,-1.3,117.7,0.99,17.5,1.08,-0.9,-1.6
CCOC(=O)c1sc2ncn(C(C)C(=O)OCC)c(=O)c2c1C (configuration not stated),4.9,2.4,-0.3,83.2,0.99,4.6,1.08,-0.8,-31.0
C=CCn1c(C)cc(C(=O)COc2ncnc3sccc23)c1C,-2.1,-3.4,0.9,90.4,1.04,-12.7,1.05,0.1,-16.7
CCOC(=O)c1c(C)[nH]c(C(=O)OC/C(O)=C(\C#N)c2nc3ccccc3[nH]2)c1C,49.2*,1.6,2.6,-3.7*,1.05,6.4,1.15,1.1,-17.7
O=C(Nc1ccc(N2CCN(Cc3ccccc3)CC2)cc1)c1cccnc1,4.5,3.1,0.0,109.6,1.1,-7.5,1.08,-0.4,/
COc1ccccc1NC(=O)CSc1nnc(Cn2nnc(-c3ccccc3)n2)n1-c1ccccc1,7.4,3.4,0.4,51.5,1,-14.4,1.08,0.9,-9.2
CCN1CCN(C(=O)c2cc3sccc3n2CC(=O)c2ccccc2)CC1,-3.6,3.7,0.0,86.1,1,9.2,1.03,/,/
Clc1ccc(-n2ncc3c(NCCN4CCOCC4)ncnc32)cc1,-4.1,-2.2,1.3,52.3,1.03,-8.0,1.09,-0.3,/
COc1cccc(-c2cc(C(F)(F)F)nc(-n3cncn3)n2)c1,11.3,-4.4,-0.5,89.9,1.03,2.1,1.63,-0.7,22.7
Cc1ccc2c(c1)N(CC(=O)O)C(=O)CO2,-1.0,6.6,0.3,87.2,0.99,9.0,1.08,/,/
COc1ccc(OC)c(C(=O)COC(=O)c2c(OC)cccc2OC)c1,-1.7,-2.6,-0.2,107.8,1.02,11.3,1.13,-0.5,5.9
COc1ccc(CCNC(=O)C2CCCN(c3nn4c(=O)cc(C)nc4s3)C2)cc1OC (configuration not stated),-6.3,0.1,0.6,90.4,0.98,-0.3,1.01,-0.4,0.0
COc1cc(C)c(Br)cc1S(=O)(=O)N1CCOCC1,-7.0,-2.0,0.4,106.6,1.01,-0.2,1.02,0.6,/
CCN1C(=O)NC(c2cccnc2)C(C(=O)OC)=C1C (configuration not stated),1.4,3.7,0.0,120.2,1.02,6.0,1.11,-0.5,-2.8
Nc1ncnc2c1ncn2[C@@H]1O[C@H](CO)[C@@H](O)[C@H]1O,1.4,-10.9,0.3,128.5,0.99,/,1.05,2.3,-5.2
CCn1c(SCC(=O)Nc2cc(NC(C)=O)ccc2OC)nnc1-c1cccnc1,3.7,3.6,-0.7,86.6,1.04,-8.3,1.13,-1.2,/
OCCNc1cc(-n2nc(-c3ccccc3)cc2-c2ccccc2)ncn1,2.7,0.1,-0.1,91.8,1.03,15.9,1.15,-0.7,-21.2
COC(=O)c1cc2ccsc2n1CC(=O)N(C)c1ccccc1,0.1,1.4,0.1,91.4,1.04,10.1,1,-0.6,-0.7
COc1ccc(-c2cnc(SCC(=O)Nc3ccc4c(c3)OCO4)n2Cc2ccco2)cc1,-1.4,-0.1,-0.4,/,0.98,27.9,1.02,/,/

# Screening data deposited in PubChem BioAssay by several laboratories.
